Screening results: PubChem, National Center for Advancing Translational Sciences (NCATS)
LMNA splice mod – modulators of lamin A splicing. HeLa LMNA splicing GFP/RFP minigene ratio, 48 h. Potency, µM (doses to about 46.1 µM), inactives show at the top dose ratio change, negative = inhibition, usual class: inhibitors. 0.01% of 200,000 active; active = well fitted inhibition curve with a large enough effect in the signal ratio, with a control signal flat, not every such curve was filed as active; inconclusive = small, poorly fitted or top-dose-only effect, or effect the other way, or a change in a side signal; the % refers to the signal ratio; note: potency is the fitted concentration of half-maximal effect; % is set by controls: 0 for no effect and ±100 for the full control effect
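Read-out is the ratio of GFP to DsRed2 object intensity, acquired by 488 nm laser-scanning cytometry on HeLa lamin A-EGFP minigene reporter cells. Compound incubation 48 hrs at 37 °C in Opti-MEM with 2% FBS; DMSO 0.5% final.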
Epigenetic derep – epigenetic control regulation, reporter derepression. murine LDR cells, GFP reporter derepression, 30 h. Potency, µM (titrated, usually from 53.9 µM), inactives show top-dose GFP activation, most hits filed as activators. 0.2% of 280,000 active. AID 1865; note: potency is the fitted concentration of half-maximal effect; % of control where 0% means no effect; nearly all actives have a fitted effect of over 60% in size
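Murine LDR cells carrying a silenced, genomically integrated CMV-driven GFP reporter were exposed to compound for 30 hours at 37 C. After PBS washes, GFP-positive cells (20–120 um objects) were counted by laser-scanning microplate cytometry.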
CBFb RUNX1 block – inhibitors of human CBF-beta and RUNX1 interaction | AID 1477 | AlphaScreen CBFb-His/RUNX1-biotin binding, biochemical | Potency, µM (top dose mostly 59.8 µM), for the others: at the highest dose activity, negative = inhibition, most hits filed as inhibitors | 230,000 tested, under 10 active; note: % of control where 0% means no effect
Target sequence (Q01196 whole entry, looked up): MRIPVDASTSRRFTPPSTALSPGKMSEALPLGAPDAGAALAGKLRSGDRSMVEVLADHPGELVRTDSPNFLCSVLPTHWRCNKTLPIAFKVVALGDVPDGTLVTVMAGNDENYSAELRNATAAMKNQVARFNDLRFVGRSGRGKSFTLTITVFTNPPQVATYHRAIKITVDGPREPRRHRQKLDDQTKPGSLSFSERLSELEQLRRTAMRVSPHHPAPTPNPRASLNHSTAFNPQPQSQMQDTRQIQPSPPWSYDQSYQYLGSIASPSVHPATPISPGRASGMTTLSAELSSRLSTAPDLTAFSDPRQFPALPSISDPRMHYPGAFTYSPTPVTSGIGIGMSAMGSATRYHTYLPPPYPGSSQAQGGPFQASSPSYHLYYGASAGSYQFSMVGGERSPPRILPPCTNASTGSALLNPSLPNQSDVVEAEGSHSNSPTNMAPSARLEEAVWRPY
Target sequence (Q13951 whole entry, looked up): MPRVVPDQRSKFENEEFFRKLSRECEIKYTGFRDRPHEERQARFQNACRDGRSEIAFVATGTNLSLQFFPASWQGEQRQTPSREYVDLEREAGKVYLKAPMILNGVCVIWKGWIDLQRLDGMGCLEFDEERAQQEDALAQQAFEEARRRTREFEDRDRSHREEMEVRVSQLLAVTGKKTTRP
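Read-out: AlphaScreen. Format: His-CBF-beta with biotinylated RUNX1 (30 nM each) preincubated 20 min, compound 15 min, Ni-chelate plus streptavidin beads 90 min; room temperature throughout.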
Luc counter – counter-screen: inhibitors of Kinase-Glo firefly luciferase; Q27757; Kinase-Glo luciferase, ATP luminescence, 8 min; Potency, µM (titrated, usually from 38.3 µM), inactives show top-dose activity change, negative = inhibition, most hits filed as inhibitors; 0.28% of 200,000 active; AID 1379; note: potency is the fitted concentration of half-maximal effect; % is set by controls: 0 for no effect and ±100 for the full control effect; nearly all actives have a fitted effect of over 60% in size
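Inhibition of Kinase-Glo luciferase light generation was assessed at 10 uM ATP in pH 7.2 imidazole buffer, with luminescence measured after eight minutes at ambient temperature.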
IMPase Li cell – membrane-permeable IMPase blocker, potentiated with lithium | CHO-M1 cells, IP1 TR-FRET (IP-One), carbachol + lithium | Potency, µM (doses to about 59.4 µM), without a hit: at the top dose activity, negative = IMPase inhibition, actives largely listed as inhibitors | 0.35% of 210,000 active | AID 1457;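 note: IP1 builds up when IMPase is blocked and the TR-FRET signal falls; potency is the fitted concentration of half-maximal effect; plate controls were basal vehicle for no effect and high inhibitor control for full effect; nearly all actives have a fitted effect of over 50% in size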
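Test compounds were applied to CHO-M1 cells previously cultured for 16–30 h at 2000 per well. A small lithium amount accompanied them; after 30 min at 37C, IP1 was quantified by TR-FRET.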
HTT aggregate – inhibitors of mutant huntingtin aggregate formation in PC12 cells | PC12 HttQ103-GFP aggregates, Acumen cytometry, 40 h | Potency, µM (titrated, usually from 46.1 µM), without a hit: at the highest dose activity change, negative = inhibition, actives largely listed as inhibitors | 1.1% of 220,000 active | AID 1688; note: potency is the fitted concentration of half-maximal effect; % is set by controls: 0 for no effect and ±100 for the full control effect; nearly all actives have a fitted effect of over 60% in size
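Compounds (qHTS titration) were added to PC12 cells expressing an ecdysone-driven HTT exon 1 Q103–GFP fusion after induction with 100 nM tebufenozide. Aggregate formation was measured as GFP objects in cell lysates.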
NPSR antagonist – blocks cAMP signaling of the human neuropeptide S receptor | CHO-NPSR cells, cAMP TR-FRET, antagonist mode | Potency, µM (titrated, usually from 38.3 µM), inactives show at the top dose activity change, negative = inhibition, actives largely listed as inhibitors | 1% of 220,000 active | AID 1461; note: potency is the fitted concentration of half-maximal effect; % is set by controls: 0 for no effect and ±100 for the full control effect; nearly all actives have a fitted effect of over 50% in size; many of its hits are not listed in these tables
Target sequence (Q6W5P4 whole entry, looked up): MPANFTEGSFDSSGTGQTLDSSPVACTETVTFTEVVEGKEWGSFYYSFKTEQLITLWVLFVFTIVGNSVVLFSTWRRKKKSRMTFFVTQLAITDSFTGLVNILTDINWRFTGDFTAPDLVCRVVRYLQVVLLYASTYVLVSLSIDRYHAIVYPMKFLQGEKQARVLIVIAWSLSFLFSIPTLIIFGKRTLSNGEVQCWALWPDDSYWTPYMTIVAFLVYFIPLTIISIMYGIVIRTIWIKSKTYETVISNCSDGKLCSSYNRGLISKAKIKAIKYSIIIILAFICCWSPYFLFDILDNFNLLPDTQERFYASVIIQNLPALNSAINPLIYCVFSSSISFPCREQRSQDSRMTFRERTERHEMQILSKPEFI
Numbers without * were called inactive; ? = inconclusive; · = no result given; & = joins results of further samples; [ ] = another dose, or the depositor's remark. Unless noted, calls come from the whole dose curve; as a rule, active = well fitted curve in the direction sought with a large enough effect; inconclusive = small, poorly fitted or top-dose-only effect, or another doubt; inactive = no such curve, though single readings can be large; an effect the other way counts as inactive or inconclusive. Not all compounds are listed. The share of hits here may be higher or lower than overall.

Under each structure: LMNA splice mod | Epigenetic derep | CBFb RUNX1 block | Luc counter | IMPase Li cell | HTT aggregate | NPSR antagonist
1) COCCNC(=O)CN(C(=O)CCC(=O)Nc1ccccn1)c1ccc(F)c(Cl)c1
  -1% | 0.0% | 0% | · | · | ? | -5%[46.1 µM]
2) CCCCCCCCCCCCCCCC(=O)OCC(O)C1OC(=O)C(O)=C1O (stereo not drawn)
  · | 1.0% | -22% | 0%[39.9 µM] | 0% | · | ·
3) Cc1ccc2[nH]cc(CCNC(=O)/C=C/c3ccco3)c2c1
  · | -1.0% | -10% | · | · | 6%[9.22 µM] | 12%
4) O=C1SC(c2ccccc2)=N/C1=C/c1ccco1
  6% | 0.0% | -15% | 0% | -15%[38.3 µM] | 25% | -17%[46.1 µM]
5) Cc1ccccc1C(=O)NCc1nnc(SCC(=O)N2c3ccccc3Sc3ccccc32)n1C
  -1% | 1.8% | -3% | 2% | 19%[38.3 µM] | 11%[1.84 µM] | -26%[46.1 µM]
6) Cc1ccc(C(=O)Nc2nc(-c3cc(Cl)sc3Cl)cs2)cc1
  ? | -0.7% | 2% | -3% | 54%[activator][38.3 µM] | -29% | -12%[46.1 µM]
7) Cn1c(=O)c2c(nc(CN3CCc4ccccc4C3)n2Cc2cccc(Cl)c2)n(C)c1=O
  -13% | 1.3% | 2% | 2% | 34%[activator][38.3 µM] | -23% | -22%[46.1 µM]
8) Cc1ccc(-c2csc(NC(=O)c3ccc4c(=O)n5c(nc4c3)CCCCC5)n2)cc1
  -7% | -0.9% | -3% | · | · | ? | -30%[46.1 µM]
9) COc1ccccc1CNC(=O)c1ccoc1C
  2% | -1.8% | 1% | -4% | -4%[38.3 µM] | 2% | -5%[46.1 µM]
10) Cc1ccc(SCC(=O)OCn2nnc3ccccc3c2=O)cc1C
  1% | -1.0% | 4% | 0% | 4% | -1% | 10%
11) CC(C)(C)NC(=S)NCC1CC1
  · | -3.6% | 4% | · | · | -6%[9.22 µM] | 39%
12) COc1ccc(CCNC(=S)NC(=O)c2ccc(Br)cc2)cc1OC
  · | 3.3% | -17% | -1% | 20% | -6%[9.22 µM] | 2%
13) COc1ccc(S(=O)(=O)Nc2cccc(F)c2C)cc1C(=O)N1CCOCC1
  · | -1.3% | 1% | · | -5% | -21% | 5%
14) O=[N+]([O-])c1cc(S(=O)(=O)NC2=NCCCCC2)ccc1Cl
  ? | 1.3% | 1% | -4% | 4% | ? | -1%
15) CCCCOc1ccc(C2C3CN(C(=O)OCC)CC=C3C(C#N)=C(N)C2(C#N)C#N)cc1OC (stereo not drawn)
  13% | -0.8% | 11% | 0% | 1%[38.3 µM] | 24% | -17%[46.1 µM]

Under each structure: LMNA splice mod | Epigenetic derep | CBFb RUNX1 block | Luc counter | IMPase Li cell | HTT aggregate | NPSR antagonist
16) COc1ccccc1NC(=O)C(=N\O)/C(C)=N/O
  -6% | -0.9% | ? | 2% | -2% | 1% | 9%
17) CSc1ccccc1C(=O)NCc1cccnc1
  ? | 0.8% | 6% | 0% | 5% | 7% | 7%
18) Cc1noc(C)c1CSCC(=O)N1CCN(c2ccc([N+](=O)[O-])cc2)CC1
  ? | -1.0% | -1% | 1% | 62%[activator][38.3 µM] | 0%[9.22 µM] | -6%[46.1 µM]
19) O=C(COC(=O)C1(c2ccccc2F)CCCC1)NCc1cccs1
  -4%[46 µM] | -0.4% | 14% | 0% | 14% | 19% | -41%
20) O=Nc1c(O)n(Cc2ccc(Cl)cc2Cl)c2ccccc12
  ? | -1.0% | -8% | 1% | 2%[38.3 µM] | -16% | -12%[46.1 µM]
21) Cc1ccc(NC(=O)COC(=O)C(CC(C)C)N2C(=O)C3CC=CCC3C2=O)c(C)c1 (stereo not drawn)
  4% | 0.0% | 2% | 1% | 12% | -12% | -14%[46.1 µM]
22) O=C(COc1ccc(Cl)cc1Cl)N1CCCCCC1
  -2% | 1.2% | 0% | 12% | -3%[38.3 µM] | -10% | -5%[46.1 µM]
23) Cc1ccc(C(C)C)c(OC(=O)/C=C/c2ccccc2)c1
  ? | 0.0% | ? | 8% | 0% | -10% | -26%[46.1 µM]
24) O=C(CSCC(=O)NC1CC1)Nc1ccccc1
  3% | 1.0% | 2% | 0% | 2%[38.3 µM] | -21%[9.22 µM] | -9%[46.1 µM]
25) O=C(Nc1nc(-c2ccccc2)cs1)c1ccc(=O)[nH]c1
  · | 2.4% | -15% | -1% | 15% | -19% | 16%
26) CCc1ccc2nc3sc(C(=O)N4CCc5ccccc54)c(N)c3cc2c1
  2% | 0.1% | 12% | 1% | -12% | 2% | -29%
27) CCCn1c(=O)[nH]c(=O)c2c1nc(-c1ccc(OC(F)F)c(OC)c1)n2CCOC
  -2% | -1.5% | 3% | 1% | 4%[38.3 µM] | -9% | -8%[46.1 µM]
28) C(=C\CSc1ncn[nH]1)/CSc1ncn[nH]1
  9% | 0.0% | 3% | -5% | 17%[38.3 µM] | 0% | -7%[46.1 µM]
29) CCOc1ccc(/C=C/C(=O)c2ccccc2)cc1OC
  ? | 0.0% | 1% | -2% | 4% | 25% | 0%
30) O=C(NCCc1ccccc1)C1CCN(S(=O)(=O)c2ccc(-c3nn[nH]n3)cc2)CC1
  4% | -1.0% | 7% | 6% | 9%[38.3 µM] | 6% | 9%[46.1 µM]

Under each structure: LMNA splice mod | Epigenetic derep | CBFb RUNX1 block | Luc counter | IMPase Li cell | HTT aggregate | NPSR antagonist
31) Cn1c(N)c(C(=O)COC(=O)C23CC4CC(CC(C4)C2)C3)c(=O)n(C)c1=O
  13% | 0.0% | -7% | -1% | 36%[activator][38.3 µM] | 5% | -12%[46.1 µM]
32) O=C(O)COc1ccc(/C=N/n2cnc3scc(-c4cccs4)c3c2=O)cc1
  -8% | 1.3% | -1% | 0% | -5% | 25% | 15%
33) CCOc1ccc(Br)cc1S(=O)(=O)Nc1ccccc1N1CCOCC1
  ? | -3.2% | 5% | 11% | 11%[38.3 µM] | -27% | ?
34) CCCCC[C@H](O)CC[C@H]1[C@H](O)CC(=O)[C@@H]1CCCCCCC(=O)O
  · | 0.0%&0.0% | ? | 2% | -3%&6% | · | ·
35) CCCn1c2ccccc2c2nnc(SCC(=O)OC)nc21
  -3% | -3.2% | -1% | · | · | -1% | -10%[46.1 µM]
36) Cc1cnc(C(=O)OCC(=O)NC(C)C)cn1
  2% | -0.4% | -3% | 0% | 8%[38.3 µM] | 4% | -2%[46.1 µM]
37) Cc1nc2c(ccc3nc(NC(=O)C(c4ccccc4)c4ccccc4)sc32)s1
  ? | 1.3% | 3%[2.36 µM] | 0% | 12% | ? | -31%
38) Nc1nccnc1C(=O)OCC(=O)Nc1cccc(S(=O)(=O)N2CCCCC2)c1
  -9% | 0.0% | -5% | 4% | -1% | -3% | 0%[46.1 µM]
39) O=C(CSc1ccccc1[N+](=O)[O-])NC1CCS(=O)(=O)C1 (stereo not drawn)
  -1% | 0.1% | -3% | 0% | -3% | -12% | 15%
40) CCC(CC)c1nc2ccccc2c(=O)[nH]1
  · | -1.0% | 8% | -4% | 12% | 4%[9.22 µM] | -17%
41) CC(C)(O)C#Cc1ccc(CN2CCN(Cc3ccsc3)C(CCO)C2)cc1 (stereo not drawn)
  12%[46 µM] | 2.4% | 4% | 0% | 21% | -7%[9.22 µM] | 15%
42) CCCCc1nnc(NC(=O)COC)s1
  13%[46 µM] | -0.1% | 0% | -2% | -6% | 34% | 10%
43) CCN1CCN(C(=S)NCCc2ccccc2)CC1
  11% | 0.5% | -1% | 0% | -18%[38.3 µM] | 4% | -6%[46.1 µM]
44) O=C(Nc1ccc(C(=O)N2CCCCC2)cc1)c1ccc(Br)cc1
  -3% | 1.9% | 3% | -5% | -2%[38.3 µM] | ? | -2%[46.1 µM]
45) COc1ccc(C(=O)N(CCCO)C(C)C(=O)NC2CCCCC2)cc1OC (stereo not drawn)
  4% | 0.8% | 6% | -2% | -3%[38.3 µM] | -5% | -15%[46.1 µM]

Under each structure: LMNA splice mod | Epigenetic derep | CBFb RUNX1 block | Luc counter | IMPase Li cell | HTT aggregate | NPSR antagonist
46) CCN(CC)c1ccc(/C=N/n2nnnc2N)c(O)c1
  -9% | -2.0% | 4% | 0% | -2%[38.3 µM] | 5.6µM* | -6%[46.1 µM]
47) CCCOc1c(OC)cc(Cl)cc1C1NC(=O)NC(C)=C1C(=O)NCc1ccccc1 (stereo not drawn)
  2% | -0.1% | 1% | -3% | 24%[38.3 µM] | -12% | -13%[46.1 µM]
48) CCOc1cccc(C(=O)Nc2ccc(N3CCN(S(C)(=O)=O)CC3)cc2)c1
  16% | -2.8% | 3% | -9% | -4%[38.3 µM] | 7% | ?
49) O=Nc1c2cc(-c3ccccc3)[nH]nc-2c2ccccc12
  · | -2.3% | 4% | 2.2µM* | -6% | 21% | -26%
50) Cc1ccc(-n2c(=O)cc(N3CCN(C(=O)c4ccco4)CC3)[nH]c2=O)cc1
  -11% | 0.0% | 9% | 0% | 14%[38.3 µM] | 0% | -6%[46.1 µM]
51) [S-]C(=Nc1ccc(Cl)cc1)N[n+]1ccccc1
  ? | -2.0% | -5% | -1% | -5% | 3% | 11%
52) O=C(Cn1cc(SCc2ccc(F)cc2)c2ccccc21)N1CCOCC1
  ? | 5.7% | -1% | -9% | 7% | 26% | -24%[46.1 µM]
53) NNC(=S)NCc1cccnc1
  -8% | -3.0% | -2% | 4% | 4% | -9% | 12%
54) COc1ccc(C)cc1S(=O)(=O)N(CC(=O)N1CCOCC1)Cc1ccccc1
  4% | -1.1% | 11% | 0% | 28%[38.3 µM] | -2% | -3%[46.1 µM]
55) CCc1ccc(NC(=O)C(=O)c2cn(CC(=O)N3CCCCC3)c3ccccc23)cc1
  -7% | 1.1% | -4% | 1% | -1% | 8% | -23%
56) Cc1ccccc1CN1C[C@@H]2C[C@@H](c3cnc(N4CCOCC4)s3)N3CCC[C@@]23C1=O
  ? | 8.1% | -6% | -2% | 17% | 2.5µM* | -10%
57) CNc1cc(CSC)nc(SCc2ccc(Cl)c(Cl)c2)n1
  8% | -0.9% | 1% | 0% | 11%[38.3 µM] | 11% | ?
58) COc1ccc(Cl)cc1NC(=O)NCCN1CCNC1=O
  · | -0.4% | 7% | · | · | 4%[9.22 µM] | -2%[7.67 µM]
59) CCCn1c(-c2cccs2)nc2ccccc21
  ? | 0.7% | 7% | -3% | -4%[38.3 µM] | -18% | 4%[46.1 µM]
60) CCCCN(CC)Cc1ccc(CNC(=O)Nc2ccccc2)o1
  -5% | -1.0% | 2% | 2% | 26%[38.3 µM] | -12%[9.22 µM] | -4%[46.1 µM]
